# AID inhibitor: Primary qHTS assay for inhibitors of Activation Induced Cytidine Deaminase (AID): AID signal | Single-stranded DNA cytosine deaminase (Homo sapiens), Q9GZX7 | AID deamination FRET fluorescence, UDG-coupled, 4 h | Potency, µM (series often up to 115 µM), for inactives: at the top dose activity change, negative = inhibition, actives largely listed as inhibitors | actives 0.32% (n = 91,000) | AID 1347428, 2020; further: nearly all actives have a fitted effect of over 25% in size
# Target sequence (Q9GZX7 whole entry, looked up): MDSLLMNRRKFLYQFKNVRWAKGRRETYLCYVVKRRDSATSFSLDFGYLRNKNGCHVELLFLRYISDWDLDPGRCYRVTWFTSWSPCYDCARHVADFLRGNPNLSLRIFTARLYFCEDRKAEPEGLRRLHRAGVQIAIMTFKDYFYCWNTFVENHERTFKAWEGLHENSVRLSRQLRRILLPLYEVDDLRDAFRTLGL
# UDG counter: Primary qHTS assay for inhibitors of Activation Induced Cytidine Deaminase (AID): UDG Counterscreen signal. Uracil-DNA glycosylase. FRET deamination/UDG coupled assay, UDG read, 4 h. Potency, µM (top dose mostly 115 µM), inactives show at the top dose activity change, negative = inhibition, usual class: inhibitors. actives 0.14% (n = 91,000). AID 1347430, 2020; further: nearly all actives have a fitted effect of over 65% in size
# An asterisk follows results filed as active; ? = inconclusive; [ ] = dose if it differs, or a comment. The call rests on the fitted dose curve; in most records, active means well fitted curve in the direction sought with a large enough effect; inconclusive means small, poorly fitted or top-dose-only effect, or another doubt; inactive means no such curve, though single readings can be large; an effect the other way counts as inactive or inconclusive. On the % scale 0 is the no-effect control and ±100 the full control effect; potency means the concentration at half of the fitted maximal effect. A portion of the library; count on the stated rates, not on these rows.
# Results follow in this order: AID inhibitor	UDG counter
CCc1nnc(SCC(=O)N(C)CCOc2ccc(Br)cc2)n1C
    -2%	-9%
COc1ccc(CC(=O)NC2CC(=O)N(c3cccc(F)c3)C2)cc1OC (configuration not stated)
    -14%	-4%
Cc1ccc(-c2[nH]c3ccccc3c2C=O)cc1
    4%	-5%
Cc1ccc(C(=O)CCC(=O)CCC(=O)O)s1
    -2%	-13%
CCCCNC(=O)c1ccc(Cl)c(Cl)c1
    -5%	-1%
CSc1cccc(NC(=O)c2ccc(F)cc2F)c1
    -1%	-11%
COCCNC(=O)c1cc(-c2ccccc2Cl)nc2ccccc12
    -6%	3%
CCCCN(C)CCC(=O)Nc1cccc(F)c1
    -7%	-8%
CCc1ccccc1NC(=O)c1ccc(F)c(S(=O)(=O)NC2CCCCCC2)c1
    -1%	2%
COc1ccc(CC(=O)Nc2ccc(-c3nc4ccccc4s3)c(C)c2)cc1
    -29%	-1%
COc1cccc(CNC(=O)CN2C(=O)CCc3cc(S(=O)(=O)N4CCOCC4)ccc32)c1
    6%	-6%
CCNC(=O)CN1CCN(Cc2coc(-c3ccccc3)n2)CC1
    -4%	-15%
CCC(C(=O)OCc1cc(=O)n2nc(C)sc2n1)c1ccccc1 (configuration not stated)
    0%	-6%
CCOC(=O)C1(C)C=C(Nc2ccc(OC)cc2)C(=O)N1c1ccccc1 (configuration not stated)
    3%	1%
CC(C)(C)c1ccc(C(=O)NCCc2csc3nc(-c4ccccc4F)nn23)cc1
    ?	?
O=C(CC1N=C2c3ccccc3N=C(SCC(=O)Nc3ccc(F)cc3)N2C1=O)NCc1cccs1 (configuration not stated)
    -19%	0%
Cn1c(=O)[nH]c(=O)c2c1nc(N1CCN(Cc3ccc(Cl)cc3)CC1)n2Cc1ccccc1F
    ?	-9%
Cc1cc(C)cc(NC(=O)CN2C(=O)CSc3ccc(S(=O)(=O)N(C)C)cc32)c1
    -3%	21%
COc1ccc(CCNC(=O)C(=O)Nc2ccccc2F)cc1
    9%[57.5 µM]	-2%[57.5 µM]
Cc1ccc(Cn2c3ccccc3c3cnn(CC(=O)N4CCCCCC4)c(=O)c32)cc1
    ?	-7%
Cc1c(C)c2ccc(OC(C)C(=O)NCCc3ccc(S(N)(=O)=O)cc3)cc2oc1=O (configuration not stated)
    0%	-3%
COc1cccc(CNC(=O)CN(c2ccc(C(C)C)cc2)S(=O)(=O)c2c(C)n[nH]c2C)c1
    2%	6%
COc1cc2c(cc1OC)C(c1ccc(F)cc1)N(c1cccc(C#N)c1)C(=O)C2 (configuration not stated)
    -1%	-6%
COc1cccc(CNc2nc3c(-c4ccccc4)nnn3c3ccccc23)c1
    24%	-4%
CCn1cc(C(=O)N2CCN(c3cccc(Cl)c3)CC2)c2cc(OC)c(OC)cc2c1=O
    -29%	-9%
Cc1ccc(NC(=O)Cn2nc(C(=O)O)c3ccccc3c2=O)c(Cl)c1
    -2%	20%
COc1cccc(/C=C(/CCC(=O)O)c2nc3ccccc3s2)c1
    -5%	7%
O=C(COc1ccccc1Cl)Nc1ccc2oc(-c3ccccc3F)nc2c1
    78%[activator]	13%
CNc1ccc(Br)cc1C
    0%	6%
CCOc1cccc2cc(-c3nc(-c4ccc(Cl)cc4)c(C)s3)c(=O)oc12
    9%	4%

# Results follow in this order: AID inhibitor	UDG counter
COC(=O)c1ccc(CSc2nnc3ccc4ccccc4n23)cc1
    ?	8%
COc1ccc2c(C)c(CCC(=O)NCc3ccc(C)cc3)c(=O)oc2c1
    4%	2%
O=C(OCc1ccc([N+](=O)[O-])cc1)C1(c2ccccc2)CC1
    -10%	-2%
Cc1ccc(/C=N/O)o1
    1%	-11%
CCC(C)NC(=O)c1sccc1-c1ccccc1 (configuration not stated)
    -1%	-3%
COc1ccc(CNC(=O)c2nc(S(=O)(=O)Cc3ccccc3)ncc2Cl)cc1
    0%	2%
COc1ccc(-c2ccc(=O)n(CC(=O)N3CCc4ccccc4C3)n2)cc1OC
    9%	0%
COc1ccc2cc(C(=O)Nc3ccc(Nc4ccccc4)cc3)[nH]c2c1
    23%	5%
COC(=O)CCNC(=O)c1cc(C2CC2)nc2ccccc12
    2%	0%
COc1ccc(OCc2ccc(-c3nc(C#N)c(N4CCN(c5ccccc5)CC4)o3)o2)cc1
    -6%	8%
CC(C)(C)c1ccc(-c2nc(NC(=O)CSc3ncnc4sc5c(c34)CCCC5)ns2)cc1
    -6%	-3%
Cc1ccccc1CNC(=O)c1ccc2c(c1)CCCC2
    -6%	6%
Cc1ccc(NC(=O)Cn2nnc3sc(-c4ccccc4)cc3c2=O)cc1Cl
    153%[activator]	5%
C/C(=C/C(=O)NS(=O)(=O)C(C)C)c1ccc(F)cc1
    -8%	-6%
CCN(CC)CCNc1nc(C)c2c(c1C#N)CCCC2
    -5%	1%
O=C(OC/C=C/c1ccccc1)c1cc2ccccc2[nH]1
    1%	4%
CCOc1ccccc1NS(=O)(=O)c1ccc2c(c1)CC(C)N2C(=O)C1CCC1 (configuration not stated)
    -2%	0%
O=C(c1ccc2ccccc2c1)N(Cc1cccs1)C1CC1
    -13%	-4%
CC(=O)c1cc(Br)ccc1OCc1ccc(Cl)c(Cl)c1
    -6%	6%
O=C(OCc1ccccc1)c1ccccc1C(=O)c1ccccc1
    -12%	-4%
CCCc1nnc2sc(-c3ccc4c(c3)OCCO4)nn12
    -4%	2%
Cc1ccc(C(=O)/C=C/c2ccc(/C=C/C(=O)c3ccc(C)cc3)o2)cc1
    -3%	-7%
Cc1ccccc1OCc1nc2c3cnn(-c4ccccc4Br)c3ncn2n1
    12%	-6%
COc1ccc(NC(=O)CN2C(=O)CCn3nc(-c4cccn4C)cc32)cc1
    13%	23%
CCOc1ccc2cc(-c3nnc(Nc4ccc(C)cc4)s3)c(=O)oc2c1
    -20%	0%[57.5 µM]
CC(NC(=O)c1ccc(C(C)(C)C)cc1)C(=O)N1CCC2(CC1)NCCc1[nH]cnc12 (configuration not stated)
    -1%	-5%
CC(C)CCNC(=O)c1ccc2nc(Cc3ccccc3)oc2c1
    -1%	14%
COc1ccc(S(=O)(=O)NCc2ccco2)cc1C(C)(C)C
    0%	8%
Cc1ccc(S(=O)(=O)N(C)C)cc1NC(=O)COc1ccc2cc(Br)ccc2c1
    3%	-4%
Cc1ccc(S(=O)(=O)N2CCC(C(=O)OC(C)C(=O)N3CCCC3)CC2)cc1 (configuration not stated)
    3%	-4%

# Results follow in this order: AID inhibitor	UDG counter
Fc1ccc(CNCCCn2ccnc2)cc1
    -5%	-11%
C=CCc1c(C)[nH]c2c(OC)cccc2c1=S
    -4%	-8%
O=C(Nc1c(Cl)cccc1Cl)c1cc(-c2cccc(O)c2)on1
    -2%	?
COc1ccc(-c2cc(C(F)(F)F)nc(-n3nc(C(F)(F)F)cc3C)n2)cc1
    1%	9%
Clc1cc(SCc2ccccc2)ccn1
    -14%	-7%
Cc1ccc(CNS(=O)(=O)c2cc(C(=O)Nc3cccc(C(F)(F)F)c3)ccc2F)cc1
    -10%	-5%
CCOc1ccc(-c2cc3nc(C4CCN(C(=O)OC(C)(C)C)CC4)c(C(=O)Nc4cccc(Cl)c4C)cn3n2)cc1
    ?	?
CCCn1c2ccccc2c2cnn(CC(=O)NCc3ccc(OC)cc3)c(=O)c21
    8%	2%
Cc1ccc(CNC(=O)CCc2c(C)c3cc4c(C)coc4cc3oc2=O)cc1
    12%	0%
COc1ccc(CNC(=O)Cc2c(C)c3c(cc(C)c4c(C)coc43)oc2=O)cc1
    0%	-1%
Cc1ccccc1NC(=O)CSc1nc2c(c(=O)n(C)c(=O)n2C)n1Cc1ccccc1F
    3%	38%[activator]
CN(Cc1ccc2ccccc2c1)C(=O)c1ccsc1
    1%	6%
COCCn1c(=O)[nH]c2cc(C(=O)N3CCN(c4ccc(F)cc4)CC3)ccc2c1=O
    -2%	1%
CCOc1ccc(S(=O)(=O)c2cn(Cc3ccc(C)cc3)c3ccc(OC)cc3c2=O)cc1
    -10%	-16%
CC(C)c1ccccc1NC(=O)CCn1cnc2c1c(=O)n(C)c(=O)n2C
    6%	2%
O=C(CCSc1nc(Cl)nc2nc[nH]c12)NCc1ccccc1Cl
    -7%	34%[activator]
O=C(O)CNC1CCCC1
    -14%	-7%
CCc1cccc(NC(=O)COC(=O)Cc2cccc3ccccc23)c1
    0%	-6%
CC(C)C(CNC(=O)c1cc(=O)c2ccccc2o1)N1CCOCC1 (configuration not stated)
    -4%	-15%
COc1cc(NC(=O)c2cc(Cl)ccc2Cl)ccc1NC(=O)c1cc2ccccc2o1
    134%	-19%
CCOC(=O)N1CCN(Cc2nc3c(c(=O)n(C)c(=O)n3C)n2Cc2cccc(Cl)c2)CC1
    -11%	5%
CCc1nnc(SC(CC)C(=O)Nc2cccc(OC)c2)c2cc3oc(C)cc3n12 (configuration not stated)
    -15%	-5%
COc1cc(-c2nc(-c3ccc4c(c3)[nH]c(=O)n4C)no2)cc(OC)c1OC
    11%	-3%
NC(=O)c1ccc(-c2ccccc2)cc1C(N)=O
    -2%	1%
CC(Oc1ccc(F)cc1)C(=O)Nc1nc(-c2ccc(F)cc2)ns1 (configuration not stated)
    2%	-3%[57.5 µM]
COc1cccc(-c2noc(C3CC(=O)N(c4ccc(F)cc4)C3)n2)c1OC (configuration not stated)
    19%	17%
CC(C)(CO)NC(=O)C(C)(C)Oc1ccc(Cl)cc1
    4%	-3%
COc1ccccc1/C=C/C(=O)OCCN(C)C
    14%	3%
CCOc1ccc(S(=O)(=O)Nc2ccc(OC)c(Cl)c2)c2cccnc12
    17%	8%
CCc1cccc(C)c1NC(=O)c1ccc2c(c1)CCN2S(=O)(=O)c1ccc(Cl)cc1
    1%	1%

# Compound profiles (already shown). Order of screens: AID inhibitor	UDG counter
# Record of CCOc1ccc(S(=O)(=O)Nc2ccc(OC)c(Cl)c2)c2cccnc12 → 17%	8%
# Record of CCc1cccc(C)c1NC(=O)c1ccc2c(c1)CCN2S(=O)(=O)c1ccc(Cl)cc1 → 1%	1%
# Record of O=C(O)CNC1CCCC1 → -14%	-7%

# Molecules listed so far that contain a CF3 group (2):
# Results follow in this order: AID inhibitor	UDG counter
COc1ccc(-c2cc(C(F)(F)F)nc(-n3nc(C(F)(F)F)cc3C)n2)cc1
    1%	9%
Cc1ccc(CNS(=O)(=O)c2cc(C(=O)Nc3cccc(C(F)(F)F)c3)ccc2F)cc1
    -10%	-5%

# Remaining list, next part:
# Results follow in this order: AID inhibitor	UDG counter
CCOC(=O)c1ccccc1NC(=O)c1cc2c(s1)-c1c(C)cccc1OC2
    4%	-2%
CC(C)C(NC(=O)c1cc(=O)[nH]c2ccc(S(=O)(=O)N3CCOCC3)cc12)c1ccccc1 (configuration not stated)
    -1%	-1%
O=C(NCCc1ccccc1)C(=O)NCC(c1ccco1)S(=O)(=O)c1cccs1 (configuration not stated)
    6%	0%
Fc1ccccc1NC(=S)NC1CC1
    -1%	5%
CCCCCCCCS(=O)CCCO (configuration not stated)
    1%	0%
CC1CCC(NC(=O)C2(C)Cc3ccccc3C(=O)N2Cc2ccc(Cl)cc2)CC1 (configuration not stated)
    7%	-1%
CCCNC(=O)C(C)NC(=O)C1CCN(c2nc3ccccc3o2)CC1 (configuration not stated)
    -7%	0%
Cc1ccc(C)c(NC(c2ccccc2)c2nnc(-c3ccccc3F)o2)c1 (configuration not stated)
    2%	-7%
CCN1CCN(Cc2ccccc2CNCc2cccc(C#N)c2)CC1
    4%	5%
CCCCn1cc(S(=O)(=O)c2ccc(C)c(C)c2)c(=O)c2cc(F)c(N(CC)CC)cc21
    ?	6%
Cc1ccc2nc(COc3cccc(NC(=O)COc4ccc(F)cc4)c3)cc(=O)n2c1
    21%	?
O=C(CSc1nnc(-c2cccs2)n1-c1ccccc1)Nc1ccc(Cl)cn1
    -5%	0%
CNC(=O)c1ccc(Nc2nnc(-c3ccc(C)c(S(=O)(=O)NC(C)(C)C)c3)c3ccccc23)cc1
    17%	0%
Cc1ccc(NC(=O)CCC2CCCC2)c(C)c1
    4%	1%
O=C(OCC(=O)N1CCC(c2ccccc2)=N1)c1cc2c(s1)CCC2
    -11%	-1%
Cc1cc(C)c2c(=O)n(CC(=O)N3CCCC(C)C3)c(=O)n(-c3ccccc3)c2n1 (configuration not stated)
    2%	-5%
N#Cc1ccc(OC(=O)c2cc(-c3ccc4c(c3)OCCO4)on2)cc1
    -5%	-4%
CCCNc1c(NC(=O)c2ccco2)c(=O)oc2ccccc12
    8%	10%
Cc1ccc(-c2nc3nc(C)cc(Nc4ccccc4O)n3n2)cc1
    139%[activator]	8%
CCOc1ccc(NC(=O)CC2C(=O)N(c3cccc(C)c3)C(=O)N2Cc2cccs2)cc1 (configuration not stated)
    6%	6%[57.5 µM]
CCOC(=O)c1noc2ncnc(Nc3cc(Cl)c(OC)cc3OC)c12
    8%	-8%
CCn1cnc2c1c(=O)n(CC(=O)Nc1c(C)cc(C)cc1C)c(=O)n2Cc1ccccc1
    -10%	0%

# Some of these compounds in order of the AID inhibitor value, lowest first:
canonical_smiles	AID inhibitor
CCn1cnc2c1c(=O)n(CC(=O)Nc1c(C)cc(C)cc1C)c(=O)n2Cc1ccccc1	-10%
CCCNC(=O)C(C)NC(=O)C1CCN(c2nc3ccccc3o2)CC1 (configuration not stated)	-7%
CCN1CCN(Cc2ccccc2CNCc2cccc(C#N)c2)CC1	4%
CC1CCC(NC(=O)C2(C)Cc3ccccc3C(=O)N2Cc2ccc(Cl)cc2)CC1 (configuration not stated)	7%
CCOC(=O)c1noc2ncnc(Nc3cc(Cl)c(OC)cc3OC)c12	8%
CNC(=O)c1ccc(Nc2nnc(-c3ccc(C)c(S(=O)(=O)NC(C)(C)C)c3)c3ccccc23)cc1	17%

# Screening data from PubChem BioAssay.
